Bioassay records from PubChem.
E-selectin induc: E-selectin induction in HUVECs, primary screen, imaging, HUVEC, immunofluorescence imaging, single point; P16581; 260,000 tested, 0.37% active; activation, % at 7.58 µM; normalized: neutral wells 0, TNF-alpha wells 100;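 active means mean E-selectin-positive cell signal at least 10% of the positive control, reached in at least 60% of replicates, without over 20% cell loss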;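 further: in these data hits start at about 27%; measured in HUVEC primary endothelial cells; signal is the percent of cells scored E-selectin positive by PE staining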
Target sequence (P16581 whole entry, looked up): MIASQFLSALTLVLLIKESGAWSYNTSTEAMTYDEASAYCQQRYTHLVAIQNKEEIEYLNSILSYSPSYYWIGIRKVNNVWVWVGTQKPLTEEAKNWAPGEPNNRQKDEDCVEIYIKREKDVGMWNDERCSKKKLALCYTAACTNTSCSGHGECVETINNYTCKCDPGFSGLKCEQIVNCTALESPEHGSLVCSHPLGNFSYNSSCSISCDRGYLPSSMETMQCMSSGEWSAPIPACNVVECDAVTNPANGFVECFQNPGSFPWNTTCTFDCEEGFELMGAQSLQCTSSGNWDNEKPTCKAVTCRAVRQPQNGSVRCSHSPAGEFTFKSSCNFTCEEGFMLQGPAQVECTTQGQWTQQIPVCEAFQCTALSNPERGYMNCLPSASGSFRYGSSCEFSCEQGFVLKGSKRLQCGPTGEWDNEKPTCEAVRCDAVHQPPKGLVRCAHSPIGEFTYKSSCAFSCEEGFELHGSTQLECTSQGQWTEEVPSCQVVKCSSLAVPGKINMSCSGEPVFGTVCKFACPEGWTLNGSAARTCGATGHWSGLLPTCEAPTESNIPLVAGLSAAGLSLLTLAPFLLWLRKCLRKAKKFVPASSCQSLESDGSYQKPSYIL
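System: HUVEC, human umbilical vein endothelial cells; quantity: 3,000 cells/well; buffer or medium: EGM-2 medium, gelatin-coated wells; dosing: single-point compound dose; detection: immunofluorescence imaging; evaluation: % PE-positive cells; benchmarks: TNF-alpha, DMSO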
ERp5 block: inhibitors of ERp5-driven insulin aggregation, primary screen, biochemical, turbidity, absorbance 650 nm, single point | Protein disulfide-isomerase A6 (Homo sapiens), Q15084 | 90 min | inhibition, % at 9.99 µM | 350,000 tested, 0.05% active;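 active means mean replicate inhibition above about 25%, with every replicate also reaching it, limit read from the data, passing the limit was not always enough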
Target sequence (Q15084 whole entry, looked up): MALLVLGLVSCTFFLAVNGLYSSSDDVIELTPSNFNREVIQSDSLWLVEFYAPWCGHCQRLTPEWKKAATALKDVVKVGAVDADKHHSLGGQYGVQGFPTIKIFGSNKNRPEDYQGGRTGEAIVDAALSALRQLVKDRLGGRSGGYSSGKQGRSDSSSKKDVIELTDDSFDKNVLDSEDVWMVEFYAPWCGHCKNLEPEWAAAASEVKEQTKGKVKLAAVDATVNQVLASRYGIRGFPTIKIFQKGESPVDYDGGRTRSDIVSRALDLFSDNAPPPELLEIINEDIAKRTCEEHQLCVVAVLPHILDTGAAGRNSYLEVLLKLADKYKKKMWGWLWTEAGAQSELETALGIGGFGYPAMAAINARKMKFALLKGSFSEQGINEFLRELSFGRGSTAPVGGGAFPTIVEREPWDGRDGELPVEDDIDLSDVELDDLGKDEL
RAD52 anneal inh: RAD52 DNA annealing inhibitors, primary screen, biochemical, FRET, single point, set 2; recombinant RAD52 DNA annealing, FRET fluorescence; inhibition, % at 18.7 µM; AID 651710, 2012; 360,000 tested, 0.46% active;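 active means every replicate showing at least 50% inhibition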
S100A4 inh HTS: inhibitors of S100A4-myosin IIA peptide binding, primary screen, biochemical, fluorescence polarization, TAMRA-MyoIIA peptide. Protein S100-A4 (Homo sapiens), P26447. inhibition, % at 10.7 µM. 360,000 tested, 0.14% active. AID 652163, 2013;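 active means mean inhibition of at least 70% across replicates, with every replicate also reaching that level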
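assay system = human S100A4 monomer with TAMRA-labelled myosin IIA peptide | also added = labelled myosin peptide probe, 5 nM | incubation = 5 min between mix addition and reading | control set = DMSO and TFP controls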
ERAP1 inh: human ERAP1 aminopeptidase inhibitors, primary screen, biochemical, single point, plate reader; inhibition, % at 10.7 µM; recombinant ERAP1, Leu-AMC fluorescence, 60 min; Endoplasmic reticulum aminopeptidase 1 (Homo sapiens), Q9NZ08; 340,000 tested, 0.15% active; AID 652197, 2013;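 active means mean replicate inhibition of at least 30%, or all replicates individually reaching that 30% level; inactive means mean below 30% and not every replicate reaching it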;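 further: 0% = neutral control wells and 100% = L-leucinethiol positive control wells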
esBAF inh: Bmi1 luciferase reporter increase in mESCs, primary screen, esBAF inhibitor project, mouse ES cells, Bmi1 luciferase knock-in, single point. reporter increase, % at 12.5 µM. 350,000 tested, 2% active. 24 h; 100% = twice the neutral-well signal; in the data active means activation above about 40%;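 further: 0% = median of the plate's neutral control wells and 100% = double that signal; a rise in the Bmi1 reporter signal indicates esBAF inhibition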
Xi reactivation: activators of inactive X chromosome reactivation, primary screen, imaging, XiGFP fibroblasts, GFP high-content imaging, set 2. XiGFP mouse fibroblasts, % GFP-positive cells imaging, 3 d; cells co-treated with 5-aza-dC sensitizer; scaled so ellipticine positive control = 100%. activation, % at 7.58 µM. 360,000 tested, 0.055% active. AID 743238, 2013;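 active means mean normalized replicate activation at least 10% and every replicate at or above 10%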;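 further: 0% = median of on-plate neutral control wells and 100% = ellipticine 6 µM median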
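Material: XiGFP fibroblasts, SV40-immortalized; Buffer or medium: DMEM containing 5-aza-dC; Compound dosing: single point; Times: 3 days compound exposure.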
RAD54 inh: inhibitors of human RAD54 branch migration, primary screen, biochemical, fluorescence, single point; DNA repair and recombination protein RAD54-like (Homo sapiens), Q92698; 360,000 tested, 0.14% active; AID 602329, 2012; inhibition, % at 10.4 µM; RAD54 Holliday junction branch migration, FAM/BHQ fluorescence;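 active means mean normalized replicate activity at least 40 and at least half of replicates scoring 40 or more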;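 further: 0% = median of neutral control wells and 100% = median of positive control wells; inhibitors cause a drop in the FAM fluorescence signal; in these data hits start at about 50%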
Starred values were filed as active, the others as inactive; . = no result given.

SMILES	E-selectin induc	ERp5 block	RAD52 anneal inh	S100A4 inh HTS	ERAP1 inh	esBAF inh	Xi reactivation	RAD54 inh
COc1ccccc1CN1CC[C@@H]2[C@@H](CO)Nc3ccc(-c4ccc(C(=O)N(C)C)cc4)cc3[C@@H]21	0.8	4.5	-290.5	19.6	-6.7	-5.2	0.9	-5.3
COc1ccc(S(=O)(=O)N2CCc3ccccc3C2)cc1C(=O)O	0.1	-0.1	-13.2	-12.5	-0.4	-1.0	0.3	11.2
COc1ccc(OCCCC(=O)Nc2nc(C)c(C(C)=O)s2)cc1	.	-13.0	-21.3	-2.7	5.1	.	-0.1	.
O=C(CN1C(=O)CSc2ccc(S(=O)(=O)N3CCOCC3)cc21)NCc1ccc(Cl)cc1	.	0.0	-11.0	-1.7	-3.5	2.6	0.0	0.6
N#C/C(=C\c1ccc(O)cc1)c1nc2ccccc2o1	2.3	3.5	-491.8	5.2	1.1	.	0.0	-13.5
Cc1cc(C)c(C(=O)N(CCN(C)C)CC2CCCN(Cc3ccccc3F)C2)o1 (configuration not stated)	0.1	-3.4	-18.3	2.3	-2.8	-3.4	0.0	-7.5
Cc1ccsc1C(=O)N1CCCC(N2CCN(c3cccc(Cl)c3)CC2)C1 (configuration not stated)	0.3	-20.7	-10.5	-5.4	-1.2	.	0.6	-9.2
CN(CC(=O)Nc1cccc(C(F)(F)F)c1)C1=NS(=O)(=O)c2ccccc21	.	4.8	-5.4	0.8	-3.7	-5.4	0.0	-3.3
C[C@H](O)C#Cc1cnc2c(c1)C(=O)N([C@@H](C)CO)C[C@@H](C)[C@H](CN(C)Cc1ccccn1)O2	-0.1	4.0	2.7	-1.2	-0.2	2.8	-0.2	12.9
O=C1CC[C@@H]2CC3(C[C@@H]4CCN1[C@H]24)Nc1ccccc1NC3=NC1CCCCC1 (some centres not stated)	0.7	3.2	-8.2	-4.1	-3.3	3.9	-0.1	0.8

One compound at a time (already shown). Values in the order: E-selectin induc, ERp5 block, RAD52 anneal inh, S100A4 inh HTS, ERAP1 inh, esBAF inh, Xi reactivation, RAD54 inh
Listed for CN(CC(=O)Nc1cccc(C(F)(F)F)c1)C1=NS(=O)(=O)c2ccccc21 → ., 4.8, -5.4, 0.8, -3.7, -5.4, 0.0, -3.3
Listed for Cc1ccsc1C(=O)N1CCCC(N2CCN(c3cccc(Cl)c3)CC2)C1 (configuration not stated) → 0.3, -20.7, -10.5, -5.4, -1.2, ., 0.6, -9.2

More records.
SMILES	E-selectin induc	ERp5 block	RAD52 anneal inh	S100A4 inh HTS	ERAP1 inh	esBAF inh	Xi reactivation	RAD54 inh
CCC(=O)N(C)C[C@H]1Oc2cc(C#Cc3cccnc3)ccc2S(=O)(=O)N([C@@H](C)CO)C[C@@H]1C	-0.2	-1.7	-1.0	11.7	-0.7	1.9	-0.2	2.0
C[C@H]1CN([C@@H](C)CO)C(=O)Cc2cc(NC(=O)Nc3ccccc3)ccc2O[C@H]1CN(C)Cc1ccc(C(=O)Nc2ccccc2N)cc1	11.6	5.7	16.2	-15.6	-3.0	.	0.2	.
Nc1ccc(Sc2ccc([N+](=O)[O-])cc2)cc1	.	2.3	-25.1	-12.1	16.0	.	0.0	.
N/C(=N\OC(=O)c1ccccc1)c1ccn[nH]1	1.0	-5.3	-5.7	-0.3	0.5	24.7	0.1	18.3
Cn1c(SCC(=O)NCC2CCCO2)nnc1-c1ccc(S(=O)(=O)N2CCCC2)cc1 (configuration not stated)	.	-12.9	7.0	1.2	5.2	-0.6	.	-9.9
COc1cc(OC)cc(-c2ncc3ccccn23)c1	.	3.5	-11.3	-2.4	-1.0	-5.0	.	-7.0
O=C(Nc1ccccc1F)N[C@H]1CC[C@H](CC(=O)N2CCCCC2)O[C@@H]1CO	-0.8	4.7	-2.6	-3.6	-6.2	-2.4	0.6	-1.5
O=C(NCCc1ccccn1)c1cccnc1Oc1ccc(Cl)cc1	0.2	-3.1	-11.8	0.5	2.7	1.9	-0.1	.
CCC(C)NC(=O)C1(O)c2cc(Br)ccc2NC(=O)N1c1cccc(OC)c1 (configuration not stated)	-0.2	-0.8	-11.3	-0.3	0.3	-3.6	0.2	-7.3
O=C(C[C@@H]1C[C@H]2c3cc(NC(=O)Nc4ccccc4F)ccc3O[C@H]2[C@H](CO)O1)NCc1ccc2c(c1)OCO2	0.6	3.4	7.3	-4.8	-2.4	3.0	0.6	14.0
O=C1c2cc(F)ccc2OC2(CCNCC2)C12CC(c1ccccc1)=NO2 (configuration not stated)	-0.1	1.8	-1.9	1.8	6.9	-5.4	0.0	2.1
O=c1cc(O)c(-c2ccc(Cl)cc2)c(Cl)[nH]1	0.0	6.8	-12.6	3.3	-0.2	3.7	0.7	.
C[C@H](CO)N1C[C@H](C)[C@H](CN(C)C)Oc2ccc(NS(=O)(=O)c3ccccc3)cc2C1=O	0.0	1.2	-12.3	-2.7	-2.9	-4.6	0.0	2.2
Cc1ccc(Nc2cc(C)c3c(O)cccc3n2)cc1C	.	6.6	-14.7	-3.4	0.8	24.8	-0.2	13.3
Cc1ccc(NC(=O)COc2ccccc2CNC(C)(C)CC(C)(C)C)cc1	.	2.2	12.0	-4.3	-3.8	12.5	.	14.7
COc1cc(/C=C2\SC(=O)NC2=O)ccc1Oc1ccc([N+](=O)[O-])cc1[N+](=O)[O-]	.	2.3	-11.0	6.2	-0.7	.	0.1	.
C[C@@H]1CCCCO[C@@H](CN(C)C(=O)NC2CCCCC2)[C@@H](C)CN([C@@H](C)CO)C(=O)c2cc(NC(=O)Cc3ccccc3)ccc2O1	0.1	-4.0	-19.8	1.0	1.0	9.1	0.0	8.7
C[C@H]1CCCCO[C@H](CN(C)S(=O)(=O)c2cn(C)cn2)[C@@H](C)CN([C@@H](C)CO)C(=O)c2cc(NC(=O)Nc3ccccc3)ccc2O1	-0.2	-1.1	12.9	-11.9	-0.1	-5.1	0.2	-3.9
CCOC(=O)C1CCN(S(=O)(=O)Cc2ccccc2)CC1	.	1.4	3.1	4.5	3.1	.	.	.
Cc1cccc(N(Cc2cc3ccccc3[nH]c2=O)S(C)(=O)=O)c1	.	1.1	-19.5	-6.6	0.2	11.7	0.0	13.8
COc1ccc(C(=O)C(=O)N2CCN(c3ccc(C)cc3)CC2)cc1OC	-0.1	12.6	-8.4	0.6	0.0	.	-0.1	.
C/C=C/c1cnc2c(c1)C(=O)N([C@@H](C)CO)C[C@H](C)[C@@H](CN(C)S(=O)(=O)c1ccccc1F)O2	-0.2	3.8	6.0	-4.3	-3.7	14.5	-0.4	-2.2
O=C(c1ccccc1)N1CC[C@@H]2[C@H](CO)Nc3ccc(C#Cc4cccnc4)cc3[C@@H]21	0.1	-4.2	-32.4	1.0	-0.8	-2.1	0.0	0.5
O=C(NC1CCCCC1)C(CCc1ccccc1)n1c(=O)c(-c2ccccc2)nc2ccccc21 (configuration not stated)	0.2	5.6	-7.9	-2.4	-0.1	.	0.0	.
Cc1ccc(S(=O)(=O)N(C)C[C@H]2OCCCC[C@H](C)Oc3ccc(NS(=O)(=O)c4ccc(F)cc4)cc3C(=O)N([C@@H](C)CO)C[C@H]2C)cc1	0.0	-1.5	22.6	-1.5	1.6	-3.0	-0.1	5.0
COCCCN=C1NN=C(c2cc(C)n(-c3ccccc3)c2C)CS1	.	4.0	-14.4	-40.2	-1.9	1.5	0.2	-2.4
CCCCCCc1ccc(N2C[C@H](CCCCC)[C@@H](CC(=O)NCc3ccc(OC)cc3)C2=O)cc1	.	-1.2	-7.9	-3.4	-5.9	-3.4	0.0	-7.5
COc1ccc(NC(=O)CSCC(=O)Nc2cc(Cl)ccc2N2CCCC2)cc1	-0.6	5.6	-3.9	7.4	3.3	-0.5	-0.1	6.6
CN(C)CCCNC(=O)C(=O)NCC1OCCN1S(=O)(=O)c1cccs1 (configuration not stated)	0.8	-3.8	43.5	1.5	-5.2	-2.6	0.0	-6.8
C[C@H](CO)N1C[C@H](C)[C@@H](CN(C)C(=O)Nc2ccc(F)cc2)OCCCC[C@H](C)Oc2ccc(NS(=O)(=O)c3ccccc3)cc2C1=O	0.1	-1.1	-11.9	-5.8	-2.6	8.7	-1.2	2.5
CC#CC(=O)NCC1(N(C)Cc2ccccc2)Cc2ccccc2C1	.	1.6	-8.7	2.3	0.2	-6.6	0.0	-3.9
Cc1cccc(/C=N/NC(=O)c2c(-c3ccccc3)noc2C)c1O	0.0	0.7	0.5	-5.9	-4.8	-44.1	-0.1	-9.2
COc1ccc(CN2CCNC(=O)C2CC(=O)NCc2cn3ccc(C)cc3n2)c(OC)c1 (configuration not stated)	.	-5.1	-20.2	0.8	-2.2	.	0.0	6.6
Nc1nc(O)c(CC(=O)O)s1	.	2.7	-23.1	2.9	3.5	0.1	0.0	-21.9
CN(Cc1ccccc1)C(=O)COC(=O)/C=C/c1ccco1	3.2	1.7	-1.9	-1.4	-0.6	.	0.1	.
Cc1ccc(NC(=O)C2(C)CCN2CCc2ccccc2)cc1 (configuration not stated)	-0.1	-3.5	-16.0	-1.6	-1.8	-2.5	-0.1	3.4
O=C(/C=C/c1ccncc1)c1ccc2c(c1)OCCO2	.	3.8	-5.8	-4.8	1.1	.	0.0	.
CC1(C)CCC(=O)N2CC[C@H]3c4cc5ccccc5nc4C[C@@H]1[C@H]32	0.0	-4.6	-9.9	4.6	-0.8	1.4	-0.1	5.0
O=C(c1ccc(CNc2c(N3CCCC3)c(=O)c2=O)cc1)N1CC=C(c2ccccc2)CC1	.	-7.5	-9.5	-9.0	0.0	-4.7	-0.2	4.5
Cc1ccc(-c2ccc([C@@H]3[C@@H](CO)N4C(=O)CN(C(=O)c5ccc(F)cc5)C[C@H]34)cc2)cc1	-0.6	-6.1	-6.0	-5.2	3.0	.	0.1	.
O=C(C[C@H]1CC[C@H]2[C@@H](COC[C@H](O)CN2S(=O)(=O)c2ccc(F)cc2)O1)NCC1CC1	.	0.2	-3.3	6.0	-1.2	-3.4	0.0	-21.5
O=C(CSc1ccc2nnc(-c3ccccn3)n2n1)Nc1nccs1	2.8	3.8	-1.6	-5.4	-0.1	-0.1	0.0	-22.0
CC[C@@]12C(=O)N(c3ccccc3)C(=O)N1[C@H](c1ccc(OC)cc1)[C@@H]1C(=O)N(C(C)(C)C)C(=O)[C@@H]12	-0.2	0.7	4.4	-4.5	-3.8	6.3	0.0	-24.2
CCSc1nnc2ccc(-c3ccc(C)cc3)nn12	.	6.3	-3.7	-8.6	7.0	30.7	0.2	-3.7
CN(C)C(=S)N=Nc1[nH]c2ccccc2c1O	.	0.6	-39.4	-0.8	0.9	.	0.1	.

Copied from the list.
Cc1cccc(N(Cc2cc3ccccc3[nH]c2=O)S(C)(=O)=O)c1 in RAD54 inh reads 13.8
O=C(/C=C/c1ccncc1)c1ccc2c(c1)OCCO2 in ERAP1 inh reads 1.1
CCOC(=O)C1CCN(S(=O)(=O)Cc2ccccc2)CC1 in ERp5 block reads 1.4
